ELG1 genotoxic = induces genotoxicity in HEK293T cells with luciferase-tagged ELG1; Potency, µM (doses to about 46 µM), for the others: top-dose activity change, positive = activation, hits mostly activators; AID 504466; 330,000 tested, 1.3% active; HEK293T ELG1-luciferase reporter, luminescence, 16 h; further: % of control where 0% means no effect; nearly all actives have a fitted effect of over 60% in size
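ELG1-luciferase HEK293T cells, 2,000/well; compound pinned in; 16 hr, 37 °C, 5% CO2; ONE-Glo, 30 min RT; luminescence on CCD imager.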
Gal4-VP16 FLuc = Gal4-VP16 reporter inhibition counter-screen; Drosophila S2 Gal4-VP16 UAS-luciferase, luminescence, 20 h; Potency, µM (top dose mostly 53.6 µM), for the others: at the highest dose activity, negative = inhibition, actives largely listed as inhibitors; 310,000 tested, 3.5% active; AID 2546;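 further: Gal4-VP16 expression switched on by copper sulfate through the metallothionein promoter; on the % scale 0 is the no-effect control and ±100 the full control effect; nearly all actives have a fitted effect of over 50% in size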
Rab9 promoter act = activators of Rab9 promoter | Huh7 Rab9 promoter-luciferase reporter, luminescence, 24 h | Potency, µM (titrated, usually from 9.22 µM), inactives show top-dose activation, negative = inhibition, hits mostly activators | 320,000 tested, 2.8% active | AID 485297; further: % of control where 0% means no effect; nearly all actives have a fitted effect of over 60% in size
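Luciferase signal after 10 min detection reagent at ambient indicates Rab9 promoter upregulation; stably transfected Huh7 cells were treated 24 h with compound in DMSO at 37 °C, 5% CO2.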
NPC1 promoter act = activates the NPC1 promoter; Huh7 NPC1 promoter luciferase reporter, 24 h; Potency, µM (highest dose often 9.22 µM), without a hit: at the highest dose activation, most hits filed as activators; 320,000 tested, 2.4% active; AID 485313;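 further: % of control where 0% means no effect; nearly all actives have a fitted effect of over 60% in size; reporter is driven by a mutant NPC1 promoter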
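Luminescence read-out of NPC1 promoter-driven luciferase in stably transfected Huh7 cells; compounds delivered in DMSO and left 24 h at 37C, 5% CO2, qHTS titration format.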
BRCA1 expr act = activators of BRCA1 expression; 380,000 tested, 1.1% active; MCF7-BRCA1-FFLuc reporter, luminescence, 48 h; response scale: scaled: vehicle 0%, 10 µM genistein 100%; Potency, µM (titrated, usually from 46.1 µM), inactives show at the top dose activation, most hits filed as activators; AID 624202; further: nearly all actives have a fitted effect of over 80% in size; some results filed as inactive show a strong effect at the top dose
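MCF7 cells carrying a BRCA1-firefly luciferase reporter (2000 cells/well, phenol-red free MEM) were attached for 2 h at 37 °C, then given compounds for 48 h. Luminescence was read 15 min after luciferase reagent; activity normalized to genistein (10 microM) and DMSO.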
MBNL1 CUG block = blocks human MBNL1 binding to CUG repeat RNA | 280,000 tested, 0.036% active | TR-FRET MBNL1-His/biotin-(CUG)12 binding, 665/545 ratio | Q9NR56 | Potency, µM (highest dose often 57.5 µM), for inactives: top-dose activity change, negative = inhibition, usual class: inhibitors | AID 2675; active means well fitted inhibition curve with a large enough effect in the signal ratio, with a control signal flat, not every such curve was filed as active; inconclusive means small, poorly fitted or top-dose-only effect, or effect the other way, or a change in a side signal; inactive means no such curve, though single readings can be large or run the other way; the % refers to the signal ratio; further: on the % scale 0 is the no-effect control and ±100 the full control effect
Target sequence (Q9NR56 whole entry, looked up): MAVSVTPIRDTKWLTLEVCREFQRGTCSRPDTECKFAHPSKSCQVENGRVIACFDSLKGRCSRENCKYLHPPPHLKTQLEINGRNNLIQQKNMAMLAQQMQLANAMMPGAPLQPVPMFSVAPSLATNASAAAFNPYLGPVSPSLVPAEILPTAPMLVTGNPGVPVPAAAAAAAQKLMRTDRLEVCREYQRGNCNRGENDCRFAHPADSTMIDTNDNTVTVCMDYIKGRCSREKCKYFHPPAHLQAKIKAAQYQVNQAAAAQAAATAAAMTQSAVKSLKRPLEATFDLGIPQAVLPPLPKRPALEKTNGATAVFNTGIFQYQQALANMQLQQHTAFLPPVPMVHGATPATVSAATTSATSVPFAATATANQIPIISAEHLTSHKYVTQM
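TR-FRET between His-tagged MBNL1 and biotin-(CUG)12 RNA, detected with Tb anti-His antibody (0.055 ng/ul) and streptavidin-XL665 (5 nM), 60 min at room temperature. Compounds titrated 92 nM to 58 uM; 665/545 nm ratio normalized to buffer and complex controls.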
RORgamma inh = blocks mouse ROR gamma transcriptional activity; 310,000 tested, 5.4% active; AID 2551; P51450; Potency, µM (titrated, usually from 53.6 µM), inactives show top-dose activity change, negative = inhibition, hits mostly inhibitors; Drosophila S2 Gal4-RORgamma UAS-luciferase reporter, 20 h; further: on the % scale 0 is the no-effect control and ±100 the full control effect; nearly all actives have a fitted effect of over 60% in size
Target sequence (P51450 whole entry, looked up, the tested form may be a part): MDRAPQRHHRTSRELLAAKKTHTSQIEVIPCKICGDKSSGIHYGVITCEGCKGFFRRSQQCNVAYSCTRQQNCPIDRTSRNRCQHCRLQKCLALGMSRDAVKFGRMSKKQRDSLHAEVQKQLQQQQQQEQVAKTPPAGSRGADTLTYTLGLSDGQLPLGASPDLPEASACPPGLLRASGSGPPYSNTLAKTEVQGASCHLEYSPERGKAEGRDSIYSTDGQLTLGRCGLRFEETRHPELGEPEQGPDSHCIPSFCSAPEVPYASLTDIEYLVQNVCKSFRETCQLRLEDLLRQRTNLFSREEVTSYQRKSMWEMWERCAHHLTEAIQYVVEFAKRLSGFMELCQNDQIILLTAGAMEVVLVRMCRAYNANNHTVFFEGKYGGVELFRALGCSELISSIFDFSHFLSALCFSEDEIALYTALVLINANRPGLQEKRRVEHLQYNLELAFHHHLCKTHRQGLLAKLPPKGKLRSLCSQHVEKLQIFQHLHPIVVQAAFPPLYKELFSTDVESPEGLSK
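Drosophila S2 cells stably expressing Gal4-DBD/mouse RORγ fusion under metallothionein promoter plus UAS-luciferase; compound 1 h, then 700 uM CuSO4 induction for 20 h at ambient temperature; inhibition read as reduced luminescence.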
CXXC DNA block = blocks binding of human MLL CXXC domain to DNA; MLL-CXXC / FITC-HOXA9 DNA fluorescence polarization; Potency, µM (titrated, usually from 115 µM), for inactives: at the highest dose activity change, negative = inhibition, hits mostly inhibitors; 290,000 tested, 0.037% active; active means well fitted inhibition curve with a large enough effect in the polarisation, with a control signal flat, not every such curve was filed as active; inconclusive means small, poorly fitted or top-dose-only effect, or effect the other way, or a change in a side signal; inactive means no such curve, though single readings can be large or run the other way; the % refers to the polarisation
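Steps: dispense CXXC domain solution (7 uM) → pin compounds or unlabeled HOX-A9 DNA control → 5 min ambient → add FLSN-HOX-A9 solution (50 nM) → spin → 30 min ambient → fluorescence polarization. Tris pH 7.5/NaCl/DTT/BSA buffer.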
p53 reactivator = mutant p53 re-activation in reporter cells; H1299 p53-A138V BP100-luciferase reporter, luminescence, 24 h; Potency, µM (series often up to 92.2 µM), for the others: at the top dose activity change, positive = activation, most hits filed as activators; 320,000 tested, 0.063% active; further: % of control where 0% means no effect; nearly all actives have a fitted effect of over 45% in size
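p53-null H1299 cells stably carrying temperature-sensitive p53-A138V and a BP100-luciferase reporter were pinned with compounds (4-point, 1:5 series) and held 24 hrs at 37 deg C. Luminescence was read 10 min after detection reagent.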
* hit, by the source's call; ? = inconclusive; . = no result given; & = joins results of further samples; [ ] = another dose, or the depositor's remark. Unless noted, the call rests on the fitted dose curve; in most records, active means well fitted curve in the direction sought with a large enough effect; inconclusive means small, poorly fitted or top-dose-only effect, or another doubt; inactive means no such curve, though single readings can be large; an effect the other way counts as inactive or inconclusive. Potency means the concentration at half of the fitted maximal effect. Some of the compounds tested; rates above refer to the full screens.

SMILES	ELG1 genotoxic	Gal4-VP16 FLuc	Rab9 promoter act	NPC1 promoter act	BRCA1 expr act	MBNL1 CUG block	RORgamma inh	CXXC DNA block	p53 reactivator
CO[C@@H]1[C@@H](OC2OC(C)C(OC3CC(C)(O)C(OC(=O)CC(C)C)C(C)O3)C(N(C)C)C2O)[C@@H](CC=O)C[C@@H](C)C(=O)/C=C\C2O[C@H]2C[C@@H](C)OC(=O)C[C@H]1OC(C)=O (some centres not stated)	.	-3%	.	.	-1%	.	23%	-1%	.
O=C(O)c1cc(=O)c2c3nc4ccccc4oc-3cc(=O)c2[nH]1	.	13%	.	.	-20%	.	1%	-12%	.
O=c1[nH]c(=S)[nH]c(-c2ccccc2)c1Cc1c(O)ccc2ccccc12	.	.	-2%[46.1 µM]	3%[46.1 µM]	.	.	.	.	.
CCc1c(C(=O)NCCc2ccc(N3CCCCC3)cc2)[nH]c2ccc(Cl)cc12	.	.	-12%[46.1 µM]	-1%[46.1 µM]	.	.	.	.	.
Cn1ncc(S(=O)(=O)Cc2ccccc2)c(Br)c1=O	.	.	-3%[46.1 µM]	-15%[46.1 µM]	.	.	.	.	.
CC(=O)SC1CC2=CC(=O)CC[C@]2(C)C2CC[C@@]3(C)C(CC[C@@]34CCC(=O)O4)C12 (some centres not stated)	.	.	-31%[inhibitor][46.1 µM]	-9%[46.1 µM]	.	.	.	.	.
Nc1ncnc2c1nc(Br)n2C1OC2COP(=O)(O)O[C@@H]2C1O (some centres not stated)	.	.	2%[46.1 µM]	0%[46.1 µM]	.	.	.	.	.
C[C@](Cc1ccc(O)c(O)c1)(NN)C(=O)O	.	.	3%[46.1 µM]	6%[46.1 µM]	.	.	.	.	.
CCCC1(C)C(C#N)(C#N)C1(C#N)C#N	.	.	-44%[inhibitor][46.1 µM]	-35%[inhibitor][46.1 µM]	.	.	.	.	.
Nc1nc(Cl)nc2c1ncn2[C@@H]1O[C@H](COP(=O)(O)OP(=O)(O)OP(=O)(O)O)[C@@H](O)[C@H]1O	.	.	-4%[46.1 µM]	1%[46.1 µM]	.	.	.	.	.
O=c1cc(-c2ccccc2F)[nH]c2cc3c(cc12)OCO3	.	.	-5%[46.1 µM]	?	.	.	.	.	.
c1ccc2c(c1)CCC[C@H]2Nc1nc2ccccc2[nH]1	.	.	-24%[46.1 µM]	-7%[46.1 µM]	.	.	.	.	.
CN1Cc2sccc2C(c2ccc(O)c(O)c2)C1 (configuration not stated)	.	.	?	?	.	.	.	.	.
O=C1/C(=C/c2ccsc2)CC/C1=C\c1cccs1	.	.	?	?	.	.	.	.	.
CN1C2CCCC1CC(NC(=O)c1nn(C)c3ccccc13)C2 (configuration not stated)	.	.	4%[46.1 µM]	4%[46.1 µM]	.	.	.	.	.
CCN(CC)CCNC(=O)c1ccc(NS(C)(=O)=O)cc1	.	.	0%[46.1 µM]	2%[46.1 µM]	.	.	.	.	.
CN1CC(O)C(O)C(O)C1CO (configuration not stated)	.	.	2%[46.1 µM]	3%[46.1 µM]	.	.	.	.	.
CC[n+]1c(/C=C/C=C2/N(C)c3ccccc3C2(C)C)sc2ccccc21	.	.	-44%[inhibitor][46.1 µM]	-31%[inhibitor][46.1 µM]	.	.	.	.	.
N#Cc1cc([N+](=O)[O-])c2sc(C(N)=O)[n+]([O-])c2c1	.	.	-2%[46.1 µM]	-14%[46.1 µM]	.	.	.	.	.
Cc1cc(Cn2cnc3c2C[C@@H](C(=O)O)N(C(=O)C(c2ccccc2)c2ccccc2)C3)ccc1N	.	.	-2%[46.1 µM]	0%[46.1 µM]	.	.	.	.	.
CSc1nc(N)c2ncn([C@@H]3O[C@H](COP(=O)(O)OP(=O)(O)OP(=O)(O)O)[C@@H](O)[C@H]3O)c2n1	.	.	1%[46.1 µM]	2%[46.1 µM]	.	.	.	.	.
Cc1ccc2c(c1)C(N1CCN(C)CC1)=Nc1cccnc1N2	.	.	-4%[46.1 µM]	-2%[46.1 µM]	.	.	.	3%	.
NO	.	.	-9%[46.1 µM]	3%[46.1 µM]	.	.	.	-7%	.
CC1C(=O)N(C)C(=O)c2nc[nH]c21 (configuration not stated)	.	.	0%[46.1 µM]	2%[46.1 µM]	.	.	.	-11%	.

A draw from above in order of formula weight, lowest first.
SMILES	ELG1 genotoxic	Gal4-VP16 FLuc	Rab9 promoter act	NPC1 promoter act	BRCA1 expr act	MBNL1 CUG block	RORgamma inh	CXXC DNA block	p53 reactivator
CN1CC(O)C(O)C(O)C1CO (configuration not stated)	.	.	2%[46.1 µM]	3%[46.1 µM]	.	.	.	.	.
N#Cc1cc([N+](=O)[O-])c2sc(C(N)=O)[n+]([O-])c2c1	.	.	-2%[46.1 µM]	-14%[46.1 µM]	.	.	.	.	.
CSc1nc(N)c2ncn([C@@H]3O[C@H](COP(=O)(O)OP(=O)(O)OP(=O)(O)O)[C@@H](O)[C@H]3O)c2n1	.	.	1%[46.1 µM]	2%[46.1 µM]	.	.	.	.	.

Next part.
SMILES	ELG1 genotoxic	Gal4-VP16 FLuc	Rab9 promoter act	NPC1 promoter act	BRCA1 expr act	MBNL1 CUG block	RORgamma inh	CXXC DNA block	p53 reactivator
N[C@@H](CCC(=O)N[C@H](CSN=O)C(=O)NCC(=O)O)C(=O)O	.	.	-16%[46.1 µM]	-3%[46.1 µM]	.	.	.	?	.
CSC(N)=NCCC[C@H](N)C(=O)O	.	.	-7%[46.1 µM]	5%[46.1 µM]	.	.	.	2%	.
CCCCS(=N)(=O)CC[C@H](N)C(=O)O (some centres not stated)	.	.	4%[46.1 µM]	5%[46.1 µM]	.	.	.	0%	.
C[C@@]1(C2CCCC2)Cc2cc(OCC(=O)O)c(Cl)c(Cl)c2C1=O	.	.	-25%[46.1 µM]	-22%[46.1 µM]	.	.	.	-12%	.
CC(=O)N[C@H](C(=O)O)C(C)(C)SN=O	.	.	-2%[46.1 µM]	5%[46.1 µM]	.	.	.	2%	.
N=C(N)SCCc1ccc(CCSC(=N)N)cc1	.	.	?	?	.	.	.	-12%	.
CC(C)C[C@H](NC(=O)C1OC1C(=O)O)C(=O)NCCCCN=C(N)N (some centres not stated)	.	.	-4%[46.1 µM]	2%[46.1 µM]	.	.	.	-10%	.
O=C(O)C1CN(CCCP(=O)(O)O)CCN1 (configuration not stated)	.	.	1%[46.1 µM]	4%[46.1 µM]	.	.	.	23%	.
NCCCCCCCCCCN	.	.	-3%[46.1 µM]	1%[46.1 µM]	.	.	.	-10%	.
COc1cc2nc(N3CCN(C(=O)OCc4ccccc4)C(C(=O)NC(C)(C)C)C3)nc(N)c2cc1OC (configuration not stated)	.	.	-16%[46.1 µM]	8%[46.1 µM]	.	.	.	16%	.
CCCCCCCCCCCCCCCCCC(=O)OC(CC(=O)O)C[N+](C)(C)C (configuration not stated)	.	.	-9%[46.1 µM]	2%[46.1 µM]	.	.	.	-18%	.
CCCCCCCCCCCCCCSCC(=O)O	.	.	4%[46.1 µM]	0%[46.1 µM]	.	.	.	-9%	.
N[C@@H](CCCC(=O)O)C(=O)O	.	.	6%[46.1 µM]	3%[46.1 µM]	.	.	.	-5%	.
Cc1cccc(/C=C/c2ccccc2)n1	.	.	11µM*	13µM*	.	.	.	10%	.
CC(=O)/C(C)=N/O	.	.	3%[46.1 µM]	8%[46.1 µM]	.	.	.	29%	.
CCc1ccc2c(-c3cccc(Cl)c3)nc(=O)n(CC)c2n1	.	2%	-7%[46.1 µM]	-11%[46.1 µM]	.	.	?	.	.
CCCCCCCCc1ccc(-c2ccc(C(=O)O)cc2)cc1	.	2%&-6%	-12%[46.1 µM]	1%[46.1 µM]	.	.	18%&2%	.	.
Clc1ccc2c(c1)N=C(N1CCNCC1)c1ccccc1N2	.	5%	-21%[46.1 µM]	-13%[46.1 µM]	.	.	12%	.	.
O=C(c1ccc(OCCCc2cnc[nH]2)cc1)C1CC1	.	-2%&-9%	?	?	.	.	11%&15%	.	.
COc1cc(/C=C(\C#N)C(=O)Nc2nnc(C(F)(F)F)s2)ccc1OCc1ccc(C(F)(F)F)cc1C(F)(F)F	.	-9%	-35%[inhibitor][46.1 µM]	-31%[inhibitor][46.1 µM]	.	.	11%	.	.
CCN(CC)C(C)CN1c2ccccc2Sc2ccccc21 (configuration not stated)	.	-9%	0%[46.1 µM]	3%[46.1 µM]	.	.	?	.	.
CN(CC[C@@H](Oc1ccc(C(F)(F)F)cc1)c1ccccc1)CC(=O)O	.	0%	5%[46.1 µM]	7%[46.1 µM]	.	.	-2%	.	.
CN(C)c1cc2c(Nc3ccc4c(cnn4Cc4ccccc4)c3)ncnc2cn1	.	.	-31%[inhibitor][46.1 µM]	-23%[46.1 µM]	.	?	.	9%	.
O=C(Nc1ccc(Cl)cc1)c1nc[nH]c1C(=O)NCCCNC(=O)c1[nH]cnc1C(=O)Nc1ccc(Cl)cc1	-3%	.	.	.	.	.	.	.	9%
Cc1ccc2c(=O)n3c(nc2c1)C(Cc1ccccc1)NC(=O)c1cc(Cl)ccc1-3 (configuration not stated)	0%	.	.	.	.	.	.	.	7%
Cc1ccc2nc3n(c(=O)c2c1)-c1ccc(Cl)cc1C(=O)NC3CC(C)C (configuration not stated)	3%	.	.	.	.	.	.	.	3%
O=C1NC(Cc2ccc(O)cc2)c2nc3ccc(Cl)cc3c(=O)n2-c2ccc(Cl)cc21 (configuration not stated)	0%	.	.	.	.	.	.	.	-1%
Cc1ccc2c(c1)-n1c(nc3cc(Cl)ccc3c1=O)C(Cc1ccccc1)NC2=O (configuration not stated)	-7%	.	.	.	.	.	.	.	-6%

Compound activity (PubChem)
